# From PubChem BioAssay
# Diaphorase act = diaphorase activation or chemical reduction counter-screen; Diaphorase/resazurin coupled assay, resorufin fluorescence, 16 min; stronger effect = higher value; 1 = vehicle wells, 0 = NADH-free wells; activation factor at 20 µM; 190,000 compounds, 0.005% hits;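 active = diaphorase activity raised at least twofold by the compound at 20 µM; inactive = activation factor below 2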
#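 Material: purified diaphorase enzyme from Clostridium kluyveri; Also added: 0.114 mM NADH and 0.1 mM resazurin, final amounts; Doses: single compound dose of 20 µM, 1% DMSO final; Times: 16 min enzyme reaction, ambient temperature; Detection: resorufin fluorescence, excitation 544 nm, emission 590 nm; Measure: increased resorufin signal from activators or reducing compounds.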
# bIAP inh = blocks bovine intestinal alkaline phosphatase activity; purified bovine IAP, CDP-star luminescence, 30 min; inhibition, % at 20 µM; 190,000 tested, under 10 active; AID 1019;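 active = over 50% inhibition of intestinal alkaline phosphatase at 20 µM in the single-dose screen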
#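 Assay system – bovine IAP enzyme · Quantity – bovine IAP at 1/65,000,000 final dilution · Detection – CDP-star luminescence signal · Times – 30 min reaction at room temperature · Also added – CDP-star substrate at 30 µM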
# TNAP inh noacc = TNAP (human) inhibition, acceptor-free conditions. P05186. purified TNAP, CDP-star luminescence, 30 min. inhibition, % at 20 µM. 200,000 compounds, 0.26% hits. AID 1012;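 active = tissue-nonspecific alkaline phosphatase inhibition above about 50% at 20 µM in the single-dose screen, limit read from the data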;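 note: 0% = DMSO negative control and 100% = EDTA positive control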
# Target sequence (P05186 whole entry, looked up): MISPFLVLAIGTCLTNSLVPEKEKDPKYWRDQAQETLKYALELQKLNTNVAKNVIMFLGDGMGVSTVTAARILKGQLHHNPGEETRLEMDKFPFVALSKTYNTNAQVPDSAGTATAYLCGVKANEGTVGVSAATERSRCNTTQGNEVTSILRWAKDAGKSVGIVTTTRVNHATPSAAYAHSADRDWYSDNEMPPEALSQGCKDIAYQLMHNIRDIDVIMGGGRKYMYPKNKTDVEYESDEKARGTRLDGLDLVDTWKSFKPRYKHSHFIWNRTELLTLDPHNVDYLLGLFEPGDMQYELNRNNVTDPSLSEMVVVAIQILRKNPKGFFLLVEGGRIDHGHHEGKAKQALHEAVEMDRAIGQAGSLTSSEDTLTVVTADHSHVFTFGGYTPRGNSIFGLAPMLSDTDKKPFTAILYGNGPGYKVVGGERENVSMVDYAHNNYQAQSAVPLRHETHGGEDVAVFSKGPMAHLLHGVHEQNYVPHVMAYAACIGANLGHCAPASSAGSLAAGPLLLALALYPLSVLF
# TNAP act hiacc = TNAP (human) activation, high acceptor; P05186; purified TNAP, CDP-star luminescence, 1 M DEA, 30 min; stronger effect = higher value; 0 = EDTA background, 1 = DMSO-only activity; activation factor at 20 µM; 200,000 tested, under 10 active;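 active = activation factor at least 2 at 20 µM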
#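 Assay system: human TNAP; Input: enzyme diluted 1/800 final; Reagent: CDP-star luminogenic substrate at 100 µM final; Timing: 30 min, room temperature; Signal: luminescence; Evaluation: TNAP activation factor scaled between EDTA and DMSO control wells.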
# PMI activator = phosphomannose isomerase (human) activation; 190,000 compounds, 0.005% hits; purified human PMI, coupled resazurin fluorescence, 20 min; stronger effect = higher value; 1 = vehicle control, 0 substrate-free wells; P34949; activation factor at 20 µM;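 active = activation factor of 2 or more at 20 µM, relative to plate controls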
# Target sequence (P34949 whole entry, looked up): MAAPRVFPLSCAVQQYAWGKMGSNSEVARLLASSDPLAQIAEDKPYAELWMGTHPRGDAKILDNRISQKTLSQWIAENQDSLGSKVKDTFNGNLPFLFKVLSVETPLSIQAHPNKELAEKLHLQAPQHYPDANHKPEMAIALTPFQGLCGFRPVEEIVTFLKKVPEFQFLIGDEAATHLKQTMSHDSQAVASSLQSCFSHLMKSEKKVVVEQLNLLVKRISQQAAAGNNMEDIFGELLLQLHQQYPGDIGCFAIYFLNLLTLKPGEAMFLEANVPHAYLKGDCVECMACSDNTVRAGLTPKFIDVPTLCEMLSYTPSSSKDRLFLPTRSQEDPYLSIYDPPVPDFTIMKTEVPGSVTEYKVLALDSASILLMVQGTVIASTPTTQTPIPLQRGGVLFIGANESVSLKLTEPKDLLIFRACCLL
# bIAP activator = intestinal alkaline phosphatase (bovine) activation. purified bovine IAP, CDP-star luminescence, 30 min; stronger effect = higher value; fold of DMSO-control signal, blank-subtracted. activation factor at 20 µM. 200,000 compounds, 0.17% hits. AID 1016;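 active = activation factor of 2 or more at 20 µM, a signal rise over negative controls twice the positive control's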
# PMI act satM6P = increases human PMI activity with near-saturating mannose 6-phosphate | P34949 | coupled PMI enzyme assay, resazurin fluorescence, 20 min; stronger effect = higher value; 1 = untreated enzyme, 0 = substrate-free blank | activation factor at 20 µM | 190,000 compounds, 0.34% hits | AID 1216;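 active = activation factor of 2 or more at 20 µM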
#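 Material: human phosphomannose isomerase with PGI, G6PDH, diaphorase coupling enzymes / Reagent: Man-6-P substrate 1.0 mM / Dosing: single compound dose of 20 µM, 1% DMSO final / Incubation: enzyme reaction with compound 20 min at room temperature / Signal: resorufin fluorescence (Ex 544/Em 590 nm) from resazurin via diaphorase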
# TNAP inh hi DEA = inhibitors of human TNAP at high phosphate acceptor concentration; P05186; purified TNAP, CDP-star luminescence, 1 M DEA; inhibition, % at 20 µM; 200,000 compounds, 0.03% hits; AID 1135;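 active = over 50% inhibition of tissue-nonspecific alkaline phosphatase at 20 µM in the single-dose screen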;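 note: plate controls were DMSO wells for no effect and EDTA-quenched wells as full inhibition for full effect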
# L major viab = inhibitors of Leishmania major promastigote growth; Leishmania major promastigotes, resazurin fluorescence viability; inhibition, % at 10 µM; 200,000 compounds, 9% hits; AID 1063; in the data active = inhibition above about 50%;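 note: promastigotes grown with compound for 44 hours at 28 °C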
# Diaphorase inh = counter-screen for diaphorase-based assays: diaphorase inhibitors and chemical oxidizers | 190,000 compounds, 0.69% hits | inhibition, % at 20 µM | diaphorase resazurin-to-resorufin fluorescence, NADH, 16 min; bacterial (C. kluyveri) enzyme, not human | AID 1217;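 active = primary screen inhibition at 20 µM above a set limit, cut at about 50% in these data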;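 note: plate controls were DMSO with full reaction for no effect and wells lacking NADH for full effect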
#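 Test system: Clostridium kluyveri diaphorase enzyme / Quantity: diaphorase at 0.14 U/mL in enzyme working solution / Incubation: 16-min room-temperature incubation before reading / Benchmarks: NADH-free wells as positive control, DMSO-only neutral wells / Signal: resorufin fluorescence 544/590 nm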
# An asterisk follows results filed as active; x = no result given.
SMILES	Diaphorase act	bIAP inh	TNAP inh noacc	TNAP act hiacc	PMI activator	bIAP activator	PMI act satM6P	TNAP inh hi DEA	L major viab	Diaphorase inh
Cc1ccc(N(Cc2ccc(C(=O)NCCSc3ccccn3)cc2)S(C)(=O)=O)cc1C	0.7	13.8	-16.7	1.1	0.9	0.9	0.9	-7.3	67.5*	29.5
Cc1ccc(S(=O)(=O)NC(=O)COc2ccccc2)cc1	1	4.2	-7.0	1.1	1	1	1.1	-6.2	-6.2	1.6
CCOc1ccc(C(C)NC(=O)c2ccccc2F)cc1 (centres undefined)	0.9	-27.6	-5.8	1	1	1.3	0.9	-1.7	1.0	11.0
Cc1ccc(C(C)C)c(OCCCN2CC(C)OC(C)C2)c1 (centres undefined)	1	-5.8	-13.8	1.1	0.9	1.1	1.1	-6.6	97.1*	4.6
CC(C)CC1(C)NC(=O)NC1=O (centres undefined)	1.1	6.9	-8.4	1	1.1	0.9	1.1	-2.4	-10.2	-6.2
COc1ccc(NC(=O)C2CCN(C(=O)c3cccs3)CC2)cc1OC	1	-0.1	-5.3	1	0.9	1	1	-0.5	1.4	4.9
Cc1ccc(N(C(C)C(=O)O)S(=O)(=O)c2cccnc2)cc1 (centres undefined)	1.1	1.4	4.3	0.9	1.1	1	1.1	6.8	-5.7	-7.3
CCOC(=O)c1c(-c2cccc([N+](=O)[O-])c2)csc1NC(=O)C1CCCCC1	0.8	9.8	-3.3	1	0.9	0.9	0.8	1.8	-2.0	18.1
O=C(CSc1cccc2cccnc12)N/N=C/c1ccncc1	1	2.3	-6.6	1	1.1	1	1.1	3.3	7.0	0.8
N=c1sccn1CC(=O)N1N=C(c2ccc(Cl)cc2)CC1c1ccco1 (centres undefined)	1	-23.0	-3.8	1	1	1.2	0.9	0.0	63.0*	4.7
CCNC(=S)N(CCN(C)C)Cc1cc2cc(OCC)ccc2[nH]c1=O	0.8	-4.0	-1.7	1	0.8	1	0.8	-4.0	5.2	17.6
CC(C)Cc1csc(NC(=O)c2ccc(Cl)cc2)c1C(=O)O	0.8	24.4	0.4	1	0.9	0.8	1	0.8	2.9	19.0
c1ccc(OCCOCCSc2ncccn2)cc1	0.8	13.2	-5.2	1	0.9	0.9	0.8	-0.4	0.8	18.5
O=C(Nc1cccc(C(F)(F)F)c1)n1cc(-c2ccccn2)c(N2CCOCC2)n1	1	-2.0	-10.4	1	1.1	1	1	-4.9	-4.0	1.8
Nc1[nH]c(N=NC(=O)c2ccccc2)c2ccccc12	0.9	9.8	-107.9	1	0.9	0.9	1	3.8	18.4	9.7
COc1ccc(CNC(=O)C2CCCN2S(=O)(=O)c2ccc(S(=O)(=O)N(C)C)cc2)cc1 (centres undefined)	0.9	5.2	3.2	1	1	0.9	1	-3.4	-7.1	10.9
COc1ccc2c(CC(=O)Nc3ccccc3OC)coc2c1	1	1.7	-9.5	1	1	1	0.9	-4.7	-1.4	1.1
S=C(Nc1ccccc1Cl)N(CCCN1CCOCC1)Cc1ccccn1	0.8	3.3	-10.6	1	0.9	1	0.8	-4.9	-3.7	17.1
CC(=O)c1ccc(OC(=O)c2ccc(Br)o2)cc1	1.1	-0.9	-1.7	1.1	1.1	1	1.1	-8.7	-3.8	-12.5
Cc1ccccc1NC(=S)NNC(=O)c1csc2c1CCC(C)C2 (centres undefined)	1	7.7	-176.5	1	1.2	0.9	1.2	-2.7	-5.6	-4.4
O=C(N/N=C/c1ccc(Cl)cc1Cl)C1CCN(c2ncc(C(F)(F)F)cc2Cl)CC1	1.1	1.7	1.7	1	1	1	1	1.4	-4.0	-7.9
CCOC(=O)COc1ccc(C(=O)Nc2cccc(Cl)c2C)cc1	0.9	1.8	-5.6	1	0.9	1	0.8	-0.8	-3.8	13.2
O=C(Nc1cccc(F)c1)c1ccc(Br)o1	1	1.6	-7.0	1	1.2	1	1.2	-2.6	67.9*	-2.2
O=C(CCCn1c(=O)[nH]c2ccccc2c1=O)Nc1ccc(F)cc1	1	-4.5	-9.4	1.1	1.1	1	1	-5.1	-9.2	-1.0
COc1cc2c(cc1/C=C1/NC(=O)N(CC(=O)Nc3ccccc3)C1=O)OCO2	0.9	1.8	-9.6	1.1	0.9	1	0.9	-7.0	-5.0	5.1

# 3 compounds picked at random from those above, as already listed:
SMILES	Diaphorase act	bIAP inh	TNAP inh noacc	TNAP act hiacc	PMI activator	bIAP activator	PMI act satM6P	TNAP inh hi DEA	L major viab	Diaphorase inh
COc1ccc(NC(=O)C2CCN(C(=O)c3cccs3)CC2)cc1OC	1	-0.1	-5.3	1	0.9	1	1	-0.5	1.4	4.9
Cc1ccccc1NC(=S)NNC(=O)c1csc2c1CCC(C)C2 (centres undefined)	1	7.7	-176.5	1	1.2	0.9	1.2	-2.7	-5.6	-4.4
O=C(Nc1cccc(F)c1)c1ccc(Br)o1	1	1.6	-7.0	1	1.2	1	1.2	-2.6	67.9*	-2.2

# Next section
SMILES	Diaphorase act	bIAP inh	TNAP inh noacc	TNAP act hiacc	PMI activator	bIAP activator	PMI act satM6P	TNAP inh hi DEA	L major viab	Diaphorase inh
Cc1c(C(=O)N2CCN(Cc3ccc4c(c3)OCO4)CC2)cccc1[N+](=O)[O-]	0.9	-10.9	-11.9	1	1	1.1	1.1	-2.4	-6.3	7.3
CC1CCCN(C(=O)c2cccc(S(=O)(=O)Nc3cc(C(F)(F)F)ccc3Cl)c2)C1 (centres undefined)	0.9	-5.4	-5.9	0.9	1	1.1	1	6.2	-5.2	10.7
COCCNc1c(-c2ccc(OC)c(OC)c2)nc2ccc(Cl)cn12	x	-8.6	-15.5	1	x	1.1	x	-2.1	36.0	x
Cc1nc2cc(NS(=O)(=O)c3c(C)c(C)cc(C)c3C)ccc2s1	0.9	-0.1	-6.4	1	0.9	1	1	-2.5	18.8	8.6
COc1ccccc1CNC(=O)c1c(-c2ccccc2)nn(-c2ccccc2)c1C	0.9	9.2	-19.5	1	1	0.9	1	-2.3	7.7	7.5
CC(=O)/C(=N\Nc1ccc(C)cc1)N1CCOCC1	1	7.6	-5.2	1	1.5	0.9	2.6*	1.8	-1.7	-0.7
O=[N+]([O-])c1ccc(OCc2nnc(-c3ccccc3)o2)cc1	1	1.5	-10.9	1	1	1	1	-3.5	0.0	1.2
NC(=O)C1=C[C@H](c2csc3ccccc23)C[C@H](OCCCCO)O1	0.4	6.9	-2.2	1	0.6	0.9	0.4	1.8	-5.5	56.0*
C/C(=N\Nc1cccc2cccnc12)c1ccccc1O	0.8	1.7	-34.6	1.1	1.3	1	1.2	-5.1	1.8	17.9
C[C@H](NC(N)=O)C(=O)OCC(=O)NCc1cccs1	0.9	5.4	-6.0	1.1	1	0.9	0.9	-9.7	-4.8	9.6
COc1cccc(NC(=S)NNC(=O)CCn2cc([N+](=O)[O-])cn2)c1	0.9	-36.9	-124.1	1	0.9	1.4	1	-3.5	0.0	12.9
CNC(=S)Nc1ccc(C23CC4CC(CC(C4)C2)C3)cc1	0.8	9.2	-14.9	1	0.9	0.9	0.9	-1.6	51.0*	24.9
CCNC(=S)Nc1scc(-c2ccccc2)c1C(=O)OCC	0.7	10.1	-0.3	1	0.7	0.9	0.5	0.8	24.8	30.3
CC[C@H](C)C1NC(=O)[C@H](CC(=O)O)NC(=O)c2cc([N+](=O)[O-])cc(I)c2NCCC(C(N)=O)NC1=O (some centres undefined)	0.8	6.0	-2.8	1	1	0.9	1	3.3	-2.6	17.0
CN(C(=O)c1cccnc1)c1nnc(-c2ccccn2)s1	1	3.2	-5.5	1	0.9	1	1	4.9	-0.9	4.7
O=C(CCC1CCCCC1)Nc1ccccc1C(=O)N1CCOCC1	0.9	-4.1	-4.8	1.1	0.9	1	0.9	-5.2	6.4	11.7
Cc1ccc(S(=O)(=O)N2CCC(=O)N(CCO)CC2)cc1	1	12.5	-9.8	1	1.1	0.9	1.1	-3.4	-4.6	3.8
CCc1ccccc1N(CC(=O)NCc1ccco1)C(=O)c1snc(C(N)=O)c1N	0.8	-5.3	-10.3	1	1	1.1	1	-4.7	62.3*	17.2
COc1ccc2cc(CN(CC3CCCO3)C(=O)Nc3ccccc3)c(=O)[nH]c2c1 (centres undefined)	0.8	-1.9	-7.8	1.1	1	1	1	-5.9	2.9	15.2
CCCC(=O)Nc1nc(C)c(C(C)=O)s1	1.1	-2.7	-7.0	1.1	1	1	1	-6.1	7.0	-13.7
O=C1N(CN2C(=O)C3(OCCO3)c3ccccc32)c2ccccc2C12OCCO2	1	7.3	-9.7	1	0.9	0.9	1	-2.2	5.5	3.1
CS(=O)(=O)N1CCCC(C(=O)N2CCN(c3cccc(Cl)c3)CC2)C1 (centres undefined)	1	-9.6	-4.4	1	1	1.1	1	2.0	-3.0	-2.2
N#CCCN(C(=O)CCl)c1cccc(Cl)c1	0.9	0.9	-2.3	1	1.1	1	1	0.0	51.1*	9.8
CCCCn1c(SCC(=O)N2CCCC2)nnc1-c1ccccc1	0.9	3.4	-17.5	1	0.9	1	1	-1.2	-5.4	14.5
CC(C)(C)SCCNC(=O)CN(c1ccccc1)S(=O)(=O)c1ccc(F)cc1	0.9	7.9	-9.7	1	1	0.9	1.1	-2.7	-1.2	6.1
COC(=O)CCNS(=O)(=O)c1ccc2ccccc2c1	0.9	2.0	-3.2	1	1	1	1	-2.3	-5.4	10.3
C=CCN1CN(Cc2ccco2)CNC1=S	0.9	22.7	-5.9	1	0.9	0.8	1	-4.5	-5.6	8.8
O=C(CSc1nccc(=O)[nH]1)Nc1ccc(S(=O)(=O)N2CCOCC2)cc1	0.8	3.5	-14.4	1	1	1	0.9	-4.3	-7.9	17.0
COc1ccccc1-c1nnc(N(C)C(=O)C2CCCO2)s1 (centres undefined)	1	11.7	-4.6	1	1	0.9	1	-1.7	-14.2	2.9
O=C(CN1CCC(c2nc3ccccc3s2)CC1)NCc1cccs1	0.9	-17.1	-5.8	1	0.9	1.2	1	-3.6	2.8	13.2
CCOC(=O)c1sc2nc3c(SCC(=O)O)cc(C(=O)c4cc(F)ccc4O)cn3c(=O)c2c1C	0.7	5.2	15.1	0.9	1.1	0.9	1	9.6	10.7	27.2
Cc1cc(CNC(=O)c2cc(Br)ccc2Cl)nn1C	1	6.8	-13.3	1	1	0.9	1	-4.0	-1.0	-0.2
